Compound activity: PubChem, The Scripps Research Institute Molecular Screening Center
CHRM1 agonist: activates human CHRM1 receptor; P11229; 0.33% of 360,000 active; CHO-K1 hM1, Fluo-8 calcium fluorescence, agonist mode; 0% DMSO, 100% acetylcholine EC100; activation, % at 3 µM;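 active means activation above the run's mean compound activation plus 3 SD, cut at about 16% in these data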;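 further: peak over basal fluorescence ratio within a 140 s kinetic read after compound addition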
Target sequence (P11229 whole entry, looked up): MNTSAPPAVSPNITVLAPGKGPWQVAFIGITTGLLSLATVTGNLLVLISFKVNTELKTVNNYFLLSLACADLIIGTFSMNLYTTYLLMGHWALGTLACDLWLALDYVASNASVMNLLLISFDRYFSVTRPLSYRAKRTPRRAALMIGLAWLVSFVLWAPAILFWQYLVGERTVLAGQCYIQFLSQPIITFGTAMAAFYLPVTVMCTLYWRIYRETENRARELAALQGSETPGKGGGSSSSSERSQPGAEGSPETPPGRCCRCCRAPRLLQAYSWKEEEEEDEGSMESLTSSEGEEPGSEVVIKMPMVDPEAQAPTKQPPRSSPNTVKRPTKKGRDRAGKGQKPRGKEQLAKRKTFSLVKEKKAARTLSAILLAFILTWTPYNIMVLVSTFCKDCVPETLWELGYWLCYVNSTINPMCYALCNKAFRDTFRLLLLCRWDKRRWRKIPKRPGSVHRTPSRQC
CHO-K1 Ca PAM: M1 PAM counterscreen hit in parental CHO-K1 cells | activation, % at 3 µM | 0.02% of 360,000 active | ATP EC20, Fluo-8 calcium fluorescence; 0% at ATP EC20, 100% at ATP max | AID 602247;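 active means activation above the run cutoff, the mean activation of all test compounds plus 3 SD, cut at about 40% in these data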;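 further: peak over basal fluorescence ratio in a 140 s read after ATP addition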
CHRM1 antagonist: human CHRM1 antagonism | 1.3% of 360,000 active | P11229 | inhibition, % at 3 µM | CHO-K1 hM1, Fluo-8 calcium fluorescence, ACh EC80 antagonist;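 active means percent inhibition above its own plate's cutoff, namely the mean of that plate's compound wells plus 3 SD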;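 further: peak over basal fluorescence ratio during 140 s after agonist addition; 0% = ACh EC80 plus DMSO and 100% = DMSO alone without agonist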
CHO-K1 Ca antag: M1 antagonist counterscreen hit in parental CHO-K1 cells | ATP-induced calcium, Fluo-8 fluorescence | inhibition, % at 3 µM | 0.6% of 360,000 active | AID 602250;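 active means inhibition above a per-plate cutoff, the plate's mean sample inhibition plus 3 SD, cut at about 24% in these data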;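 further: 0% = DMSO plus EC80 ATP and 100% = DMSO alone without ATP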
M1 PAM: human CHRM1 positive allosteric modulation; CHO-K1 hM1, Fluo-8 calcium fluorescence, ACh EC20; 0% = ACh EC20, 100% = maximal ACh; activation, % at 3 µM; 0.088% of 360,000 active; in the data active means activation above about 19%, passing the limit was not always enough
TAAR1 antagonist: human TAAR1 antagonism. CHO RD-HGA16 TAAR1, Fluo-8 calcium fluorescence, antagonist. inhibition, % at 3 µM. 1.5% of 360,000 active. Q96RJ0;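 active means inhibition above a per-plate cutoff, the mean inhibition of test compounds on that plate plus 3 SD, cut at about 49% in these data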;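 further: 0% = DMSO plus EC80 beta-PEA response and 100% = DMSO alone without agonist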
Target sequence (Q96RJ0 whole entry, looked up): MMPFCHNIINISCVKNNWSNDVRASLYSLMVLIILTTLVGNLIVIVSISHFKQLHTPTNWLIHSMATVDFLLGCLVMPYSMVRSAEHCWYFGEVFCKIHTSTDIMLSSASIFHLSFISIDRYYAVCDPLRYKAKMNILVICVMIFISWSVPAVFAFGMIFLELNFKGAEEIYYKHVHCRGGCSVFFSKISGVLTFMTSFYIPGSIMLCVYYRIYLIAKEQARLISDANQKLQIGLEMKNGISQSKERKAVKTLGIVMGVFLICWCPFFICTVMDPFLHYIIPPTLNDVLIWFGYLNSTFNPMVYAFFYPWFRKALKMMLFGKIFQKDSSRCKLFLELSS
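Material: CHO RD-HGA16 cells bearing hTAAR1; compound dosing: one-point dosing, 3 µM nominal final; schedule: dye loading 75 min at 37 °C, then 30 min room temperature; measured by: calcium fluorescence with Fluo-8; control set: vehicle and agonist controls; replication: n of 1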
TAAR1 ag: agonists of human TAAR1. Q96RJ0. CHO RD-HGA16 TAAR1, Fluo-8 calcium fluorescence; vehicle wells 0%, saturating PEA agonist 100%. activation, % at 3 µM. 0.99% of 360,000 active. AID 624467;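 active means activation above the mean activation of all test compounds in the run plus 3 SD, cut at about 38% in these data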
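System: CHO RD-HGA16 cells carrying human TAAR1 plus Gα16; Incubation: 17-24 h seeding, 75 min 37 °C dye, 30 min RT; Measured by: Fluo-8 fluorescence, 5 s baseline then 140 s kinetic read; Control set: DMSO and PEA EC100; Replication: single well for each compound.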
CHO parental Ca: signal in parental CHO cells, OX1R antagonist counter-screen. parental CHO-K1, ATP-induced calcium, Fluo-8 fluorescence. inhibition, % at 5.6 µM. 0.63% of 330,000 active. AID 463079;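 active means inhibition above that plate's mean sample inhibition plus 3 SD, cut at about 26% in these data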;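 further: 0% = ATP-challenged DMSO wells and 100% = DMSO wells without ATP; some compounds past the cut are filed as inactive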
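Assay system: parental CHO cells; Read-out basis: percent inhibition of ATP-evoked calcium rise, normalized to controls; Benchmarks: ATP and no-ATP DMSO wells; Compound dosing: single nominal dose of 5.6 µM per compound; Signal: Fluo-8 calcium dye fluorescence; Also added: ATP as calcium-mobilizing challenge; Repeats: singlicate.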
CHO-K1 Ca ag: M1 agonist counterscreen hit in parental CHO-K1 cells; Fluo-8 calcium fluorescence; scaled to maximal ATP response, vehicle zero; AID 602248; 0.48% of 360,000 active; activation, % at 3 µM; in the data active means activation above about 15%;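 further: untransfected CHO-K1 host cells lacking M1 receptor as counterscreen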
Active calls of the source: *; · = no result given.

SMILES	CHRM1 agonist	CHO-K1 Ca PAM	CHRM1 antagonist	CHO-K1 Ca antag	M1 PAM	TAAR1 antagonist	TAAR1 ag	CHO parental Ca	CHO-K1 Ca ag
C=CCN(C(=O)Nc1ccc(OC)cc1)c1nnc(-c2ccncc2)s1	-4.9	4.0	-0.9	-9.5	0.1	-9.7	2.7	5.7	2.1
O=C(OC1CCOC1=O)C1CCN(S(=O)(=O)c2c(Cl)cccc2Cl)CC1 (stereo not drawn)	-4.7	3.7	-2.4	-2.8	7.3	7.9	1.2	1.9	2.4
Cc1cc(C)c(S(C)(=O)=O)c(N(C)N)n1	-7.2	18.9	-5.8	-5.4	9.6	1.4	6.3	-11.1	2.0
O=S(=O)(NCc1ccccn1)c1ccc(F)cc1	-4.5	13.6	-0.4	4.0	-0.7	·	·	-16.5	2.4
CCN(CC)C1CCN(c2nc3nonc3nc2NCCOC)C1 (stereo not drawn)	-8.2	13.8	-13.4	-6.2	8.9	-19.0	3.0	6.2	0.7
O=C(NCc1ccc(Cl)cc1)N1CCN(C(=O)c2ccccc2)CC1	-3.3	1.6	-3.5	-10.5	1.7	6.9	1.1	·	1.3
COc1ccc([C@@H]2[C@@H]3C(=O)N(C(C)(C)C)C(=O)[C@@H]3[C@]3(Cc4ccccc4)C(=O)N(c4ccc(Br)cc4)C(=O)N23)cc1	-2.5	4.5	-8.8	-5.3	-0.4	·	·	-27.5	0.1
Cc1ccc(CNC(=O)c2cccc3c2C(=O)c2ccc(N4CCOCC4)cc2S3(=O)=O)cc1	-0.9	2.4	18.6	0.9	-11.8	39.6	23.0	-12.3	4.4
CC(Cl)C(=O)Nc1cc(C(F)(F)F)ccc1N1CCOCC1 (stereo not drawn)	-6.4	7.2	-4.2	-14.5	5.8	-12.6	-1.5	0.2	0.0
CCN(C(=S)NCCOC)c1cccc2ccccc12	-7.0	6.8	-9.9	-9.4	8.2	-9.7	-2.7	-5.6	0.8
COc1ccccc1CNC(=O)CN(Cc1ccc(Cl)cc1)S(C)(=O)=O	-7.7	-5.8	7.7	9.4	-1.6	-13.4	2.0	-16.9	0.0
O=C(c1[nH]c(C(F)(F)F)nc1-c1ccccc1)N1CCN(c2c(Cl)cncc2Cl)CC1	17.1*	4.2	-1.6	-1.8	-7.7	38.5	29.6	·	9.3
O=C(CN1C(=O)c2ccccc2S1(=O)=O)Nc1ncc([N+](=O)[O-])s1	-2.2	3.6	-12.1	-0.8	11.3	-24.4	0.7	·	0.2
COc1cc(CN2CCN(Cc3ccc4cc(F)ccc4n3)CC2CCO)cc(OC)c1 (stereo not drawn)	-9.5	24.9	-4.4	-8.6	1.6	-10.7	2.5	-23.0	2.5
COc1ccc(NC(=O)CSc2nnnn2-c2ccc(F)cc2)cc1	-2.6	18.2	-18.2	-14.5	12.0	10.4	4.2	-12.4	2.8
Cc1cccc(NC(=S)N/N=C/c2ccc([N+](=O)[O-])s2)c1	-2.4	9.7	9.5	9.3	-13.7	-1.7	9.3	-1.5	3.0
Clc1ccccc1CN(Cc1ccccc1)C(c1cccs1)c1nnnn1C1CCCC1 (stereo not drawn)	-2.6	24.8	-5.8	-15.4	-1.8	11.0	7.5	10.3	1.0
CCc1ccc(-n2nc3cc(C)c(N)cc3n2)cc1	-3.7	-5.6	-4.9	-1.0	1.6	-12.1	1.0	-14.1	-0.1
COc1ccc(C(=O)NC(=S)NNC(=O)c2cnccn2)cc1OC	-2.6	-5.3	5.9	3.7	0.1	8.5	2.6	-0.8	-0.1
FC(F)Sc1ccc(NC(=S)NCc2ccccc2)cc1	-2.1	1.4	18.9	18.6	-19.5	27.1	9.5	11.1	10.8
CC1(C(=O)NCCc2ccccc2)Cc2c(-c3cccc(C(N)=O)c3)ccnc2O1 (stereo not drawn)	-0.4	-8.1	-4.1	3.3	1.2	-23.3	0.8	·	-0.1
CCN(CC)C(=O)C(=O)c1cccn1-c1cccc(-n2cccc2C(=O)C(=O)N(CC)CC)c1C#N	-1.2	7.7	-4.7	6.4	2.0	-14.1	9.1	-5.2	-0.1
O=c1[nH]c2ccccc2nc1NCCN1CCOCC1	-0.6	12.9	3.3	-8.1	-1.6	-4.2	10.2	4.4	0.5
CCN(CC)C(=O)CSc1nnc(CNc2ccc(F)cc2)n1Cc1ccco1	-3.7	10.9	-17.4	-5.9	1.5	-14.9	5.4	-16.1	0.4
Nc1nc(COC(=O)C2CC(=O)N(Cc3ccccc3)C2)nc(Nc2ccccc2)n1 (stereo not drawn)	-3.6	21.1	-6.5	-22.1	6.2	-13.2	3.1	-11.8	2.4
O=C(Cn1ccc2ccccc2c1=O)NCCC(=O)N1CCCCC1	-3.1	-22.7	-9.3	2.2	9.9	-10.6	2.5	4.6	0.1
Cc1ccc(OCCCn2ccnc2)c(Br)c1	-6.5	-4.8	-5.2	11.4	1.9	-9.7	-0.3	-14.6	0.3
COC(=O)c1cc(OC)c(OC)cc1NC(=S)N1CCN(Cc2ccccc2)CC1	-0.9	11.3	-22.5	-20.7	12.9	-1.7	0.1	-8.3	0.5
CCOCCCNC(=O)c1oc2ccc(S(=O)(=O)N3CCOCC3)cc2c1C	-2.6	-18.5	-7.5	-7.3	4.6	-20.2	25.8	-2.3	2.2
O=C(Oc1c(CN2CCOCC2)cc(Cl)c2cccnc12)c1cccs1	-1.9	2.8	12.7	3.2	-3.7	4.4	3.3	-1.4	0.5
CC(OC(=O)c1cccc(S(=O)(=O)N2CCCCCC2)c1)C(=O)Nc1ccc(S(N)(=O)=O)cc1 (stereo not drawn)	-4.2	11.7	-15.7	-9.5	5.6	-6.5	0.7	-2.8	1.9
Cc1ccc(C)c(/C=N/NC(=S)NCCc2ccccc2)c1	-3.5	7.5	-3.4	-10.4	1.1	3.6	22.9	-30.4	0.0
CCN(CCCNC(=O)CNC(=O)c1nn(-c2ccc(OC)cc2)c(=O)c2ccccc12)c1cccc(C)c1	-12.0	-26.8	17.7	-0.9	-18.6	30.5	4.9	-27.3	1.2
CCN(CC)C(=O)CSc1ncnc2c1cnn2Cc1ccccc1	-2.9	5.6	-32.1	-7.0	1.5	2.7	6.0	-27.9	1.1
O=C(CN1CCCC1)Nc1cccc(Cl)c1Cl	-4.4	18.5	-11.4	-13.5	5.8	-8.5	2.5	-6.4	0.3
Cc1ccc(NC(=O)CNC(=O)c2ccc(C)o2)cc1	-1.3	-6.9	-0.3	8.1	0.5	15.7	-0.3	-5.7	0.1
Cc1noc(/C=C/c2cccnc2)c1[N+](=O)[O-]	0.9	-24.7	1.9	-11.9	12.4	-16.7	-1.0	1.9	0.3
O=C(CCN1C(=O)COc2ccccc21)NCCN1CCN(c2cccc(Cl)c2)CC1	-6.7	-4.5	3.5	4.0	-2.9	12.2	6.2	-8.9	2.9
COc1ccc(N(CC(=O)NCCSCc2ccc(Cl)cc2)S(C)(=O)=O)cc1Cl	-2.5	8.9	-4.6	-3.3	-0.7	-6.7	3.4	-11.8	1.9
Cc1cccc(C)c1OCc1nnc(SCC(=O)Nc2nccs2)n1-c1ccccc1	-3.0	-0.6	-6.7	3.5	5.2	3.4	13.5	0.3	0.2

Next part (three carried over from the part before).
SMILES	CHRM1 agonist	CHO-K1 Ca PAM	CHRM1 antagonist	CHO-K1 Ca antag	M1 PAM	TAAR1 antagonist	TAAR1 ag	CHO parental Ca	CHO-K1 Ca ag
O=C(CCN1C(=O)COc2ccccc21)NCCN1CCN(c2cccc(Cl)c2)CC1	-6.7	-4.5	3.5	4.0	-2.9	12.2	6.2	-8.9	2.9
COc1ccc(N(CC(=O)NCCSCc2ccc(Cl)cc2)S(C)(=O)=O)cc1Cl	-2.5	8.9	-4.6	-3.3	-0.7	-6.7	3.4	-11.8	1.9
Cc1cccc(C)c1OCc1nnc(SCC(=O)Nc2nccs2)n1-c1ccccc1	-3.0	-0.6	-6.7	3.5	5.2	3.4	13.5	0.3	0.2
Cc1ccc(CN2CCC[C@]3(N[C@H](c4ccccc4)[C@@H]4C(=O)N(C)C(=O)[C@@H]43)C2=O)cc1	-2.0	4.2	-24.5	-4.7	13.0	-15.4	2.1	·	0.2
COc1ccc(N2CCN(Cc3oc(CO)cc(=O)c3O)CC2)cc1	-1.6	13.3	7.4	-2.6	0.0	-2.0	4.6	3.5	0.5
Cc1ccc(/C=C2\SC(=S)N(C(Cc3ccccc3)C(=O)O)C2=O)cc1 (stereo not drawn)	-9.2	22.3	-7.8	-7.5	2.1	-19.3	-2.7	-1.5	-0.1
O=S(=O)(Nc1nc2ccccc2s1)c1cnc(Cl)c(Br)c1	-0.8	29.4	-25.7	-21.2	4.1	3.7	-0.3	-6.0	1.8
CCSc1ccc2nnc(-c3ccc(F)cc3)n2n1	-7.3	17.5	8.3	-10.2	-3.2	3.4	7.3	-15.3	-0.1
CC(=O)Nc1ccc(NC(=O)C(C)OC(=O)C2(c3ccc(F)cc3)CCCC2)cc1 (stereo not drawn)	1.0	7.7	2.6	-13.5	2.7	17.8	11.0	-5.9	6.5
CC1(C)Cc2cccc(OCC(=O)Nc3cccnc3)c2O1	-1.6	5.1	-3.9	-5.7	3.2	-2.5	3.8	-5.9	2.0
CCOC(=O)Cn1nnnc1CN(Cc1ccc(OC)cc1)Cc1cc2cc(C)ccc2[nH]c1=O	-4.6	11.3	2.3	-6.0	-1.0	-9.0	4.2	-15.3	0.6
O=C(O)c1ccccc1C(=O)Nc1cccc([N+](=O)[O-])c1	1.4	-5.7	-3.7	1.2	4.5	-2.9	1.1	-4.5	1.0
Cc1ccc(-c2nnn(CCC(=O)N3CCCCC3C)n2)cc1 (stereo not drawn)	1.9	17.3	-23.6	-16.0	11.0	-16.7	1.2	-17.0	0.7
Fc1ccccc1-c1nc(NCCCN2CCOCC2)c2ccccc2n1	-2.7	20.4	-6.9	-14.6	6.3	31.4	11.9	-22.5	5.3
COCCn1c(C)nc2oc3ccc(Br)cc3c(=O)c2c1=O	-2.5	12.5	-2.2	-19.4	10.6	-12.7	8.0	-30.4	0.4
O=C(CCS(=O)(=O)Cc1ccccc1)NC1CCCCC1	-6.0	12.0	6.8	-10.6	0.4	-2.1	9.7	-2.7	0.2
CCC(=O)N1CCN(c2ccccc2NC(=O)c2cccs2)CC1	-1.8	-3.3	-6.3	2.5	-5.5	-10.8	2.4	-17.7	0.8
COc1ccc(NS(=O)(=O)c2cccc3nonc23)c(OC)c1	-5.7	19.2	-4.2	-12.8	8.4	1.1	-0.7	-3.2	0.8
CCOc1ccc(Br)cc1C(=O)N/N=C/c1c[nH]c2ccccc12	-2.6	-17.6	-18.1	7.0	11.3	-14.6	2.1	-4.3	1.0
COc1cc(S(=O)(=O)NCCCn2ccnc2)ccc1Cl	-8.2	22.8	-11.9	-19.7	9.2	-7.1	3.6	-5.0	1.0
